Bioassay records: PubChem, National Center for Advancing Translational Sciences (NCATS)
JMJD2E inh: inhibitors of human JMJD2E histone demethylase. B2RXH2. JMJD2E catalytic domain, FDH-coupled NADH fluorescence (FDH is formaldehyde dehydrogenase). Potency, µM (series often up to 57.1 µM), inactives show at the highest dose activity change, negative = inhibition, usual class: inhibitors. 1.6% of 230,000 active. AID 2147; active means well fitted inhibition curve with a large enough effect, not every such curve was filed as active; inconclusive means small, poorly fitted or top-dose-only effect, or another doubt; inactive means no such curve, though single readings can be large or run the other way;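 further: 0% = wells with enzyme and -100% = buffer wells without enzyme; nearly all actives have a fitted effect of over 50% in size; many of its hits are not listed in these tables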
RECQ1 inh: inhibitors of human RECQ1 DNA helicase. P46063. RECQ1 DNA unwinding, red fluorescence kinetic read. Potency, µM (highest dose often 57.3 µM), inactives show top-dose activity, negative = inhibition, actives largely listed as inhibitors. 0.54% of 240,000 active. AID 2549;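 further: plate controls were vehicle for no effect and no enzyme for full effect; nearly all actives have a fitted effect of over 30% in size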
Target sequence (P46063 whole entry, looked up): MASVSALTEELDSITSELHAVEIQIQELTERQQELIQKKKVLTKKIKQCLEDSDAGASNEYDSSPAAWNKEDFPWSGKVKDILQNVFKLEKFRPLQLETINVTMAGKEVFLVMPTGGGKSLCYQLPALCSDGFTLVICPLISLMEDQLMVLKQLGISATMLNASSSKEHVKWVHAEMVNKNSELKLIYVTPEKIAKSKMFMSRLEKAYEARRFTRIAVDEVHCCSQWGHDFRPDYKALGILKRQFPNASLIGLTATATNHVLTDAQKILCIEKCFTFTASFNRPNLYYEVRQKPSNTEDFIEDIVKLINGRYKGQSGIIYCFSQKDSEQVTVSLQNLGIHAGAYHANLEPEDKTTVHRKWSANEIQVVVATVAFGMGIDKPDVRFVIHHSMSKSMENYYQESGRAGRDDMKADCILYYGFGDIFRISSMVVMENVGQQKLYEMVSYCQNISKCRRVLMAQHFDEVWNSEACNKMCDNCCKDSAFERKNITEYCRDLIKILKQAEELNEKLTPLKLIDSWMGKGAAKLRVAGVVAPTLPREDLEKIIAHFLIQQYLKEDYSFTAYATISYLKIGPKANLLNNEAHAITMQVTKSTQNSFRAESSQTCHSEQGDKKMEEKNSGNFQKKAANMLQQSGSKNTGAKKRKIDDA
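RECQ1T1 50 nM; forked duplex (20 bp + 30-nt ss tails) 200 nM, ATP 2 mM final; pH 8.0, 2 mM MgCl2, 2.5 ug/ml poly(dI-dC); 15 min compound preincubation; discontinuous kinetic read over 2 h at RT.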
TRb-SRC2 inh: TRbeta-SRC2 interaction inhibition; TRbeta-SRC2 peptide binding, fluorescence polarization; receptor liganded with 1 µM T3; 0.065% of 280,000 active; P10828; Potency, µM (titrated, usually from 106 µM), for the others: at the top dose activity change, negative = inhibition, hits mostly inhibitors; AID 1469;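 further: plate controls were bound peptide for no effect and peptide without receptor for full effect; nearly all actives have a fitted effect of over 50% in size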
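Each compound concentration gave % activity, normalized to unbound and bound Texas Red SRC2 controls, from polarization read after 5 hr ambient incubation with T3-loaded human TRb LBD.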
L3MBTL1 block: inhibitors of human L3MBTL1; AID 485360; Q9Y468; AlphaScreen L3MBTL1–H3K9me1 peptide binding; 0.66% of 230,000 active; Potency, µM (series often up to 57.1 µM), without a hit: at the top dose activity, negative = inhibition, most hits filed as inhibitors; further: nearly all actives have a fitted effect of over 60% in size
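L3MBTL1 50 nM + b-AHA-H3(1-15)K9me1 75 nM, 30 min RT; compound added, 30 min RT; streptavidin donor/Ni-chelate acceptor beads 10 ug/mL each final, 30 min RT dark; AlphaScreen read.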
Tau FP inhib: inhibitors of human tau fibril formation; P10636; K18 P301L tau heparin fibrillization, Alexa594 FP, 6 h; Potency, µM (top dose mostly 57.7 µM), for the others: at the top dose activity, negative = inhibition, hits mostly inhibitors; 0.39% of 280,000 active; AID 1468; further: nearly all actives have a fitted effect of over 55% in size
Target sequence (P10636 561-689 P618L limits assumed): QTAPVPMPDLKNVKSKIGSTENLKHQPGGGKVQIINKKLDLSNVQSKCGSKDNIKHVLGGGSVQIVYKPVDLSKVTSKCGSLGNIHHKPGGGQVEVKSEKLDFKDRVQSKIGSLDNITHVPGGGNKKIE
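Human tau K18 […] P301L fragment, 15 uM unlabeled plus 0.24 uM Alexa 594-labeled tau (final), with compound and 20 uM heparin in 100 mM sodium acetate pH 7; 6 hr at 37 C, then Alexa 594 FP read.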
RGS12 GoLoco inh: blocks human Gai1 binding to RGS12 GoLoco peptide, red readout | 0.44% of 230,000 active | Potency, µM (titrated, usually from 61.6 µM), without a hit: at the top dose activity, negative = inhibition, hits mostly inhibitors | AID 880 | Gai1:RGS12 GoLoco peptide FP, rhodamine, 10 min; active means well fitted inhibition curve with a large enough effect, not every such curve was filed as active; inactive means no such curve, though single readings can be large or run the other way; further: nearly all actives have a fitted effect of over 30% in size; many of its hits are not listed in these tables
Tau ThT inhib: blocks human tau fibril formation measured by thioflavin T | P10636 | 2.1% of 270,000 active | Potency, µM (doses to about 57.4 µM), for inactives: top-dose activity, negative = inhibition, usual class: inhibitors | recombinant tau K18 P301L (four-repeat tau fragment), heparin-induced fibrillization, ThT fluorescence; further: nearly all actives have a fitted effect of over 55% in size
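Heparin-induced fibrillization of the P301L-mutant K18 repeat-domain fragment of human tau was followed by ThT binding in quantitative high-throughput format.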
TexasRed fluor: counter-screen for TRb-SRC2 inhibitors: fluorescence interference. TRb/SRC2 Texas Red total fluorescence interference. Potency, µM (doses to about 106 µM), inactives show at the highest dose fluorescence change, negative = quenching. 0.29% of 280,000 active. AID 1479; active means well fitted curve in either direction with a large enough effect; inconclusive means small, poorly fitted or top-dose-only effect
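Human TRb ligand-binding domain at 0.6 uM with 20 nM Texas Red SRC2 peptide in Tris buffer containing 1 uM T3 and 5% DMSO, incubated with compound 5 h at ambient temperature. Total fluorescence (555/632 nm) calculated as parallel + 2 × perpendicular.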
Starred values were filed as active, the others as inactive; i = inactive; ? = inconclusive; . = no result given; [ ] = dose if it differs, or a comment. Unless noted, the call rests on the fitted dose curve; in most records, active means well fitted curve in the direction sought with a large enough effect; inconclusive means small, poorly fitted or top-dose-only effect, or another doubt; inactive means no such curve, though single readings can be large; an effect the other way counts as inactive or inconclusive. Unless noted, on the % scale 0 is the no-effect control and ±100 the full control effect; potency means the concentration at half of the fitted maximal effect. Some of the compounds tested; count on the stated rates, not on these rows.

SMILES	JMJD2E inh	RECQ1 inh	TRb-SRC2 inh	L3MBTL1 block	Tau FP inhib	RGS12 GoLoco inh	Tau ThT inhib	TexasRed fluor
CC(C)OC(=O)CSc1nnc(-c2cnccn2)n1-c1ccccc1	-7.9%	1.5%	-3.4%	9.6%	6.7%	2.6%	-0.6%	-6.9%
CN(C)c1ccc(NC(=O)CSc2nc(-c3ccco3)cc(C(F)(F)F)n2)cc1	.	.	3.6%	.	-2.3%	.	-12.8%	2.3%
C=CCn1c(SCC(=O)c2ccc(OC)cc2)nnc1-c1ccc2c(c1)OCO2	6.0%	-3.8%	2.7%	3.1%	12.6%	0.1%	-10.4%	-0.8%
O=C(Nc1cccc(C(=O)O)c1)/C(=C\c1ccc2c(c1)OCO2)NC(=O)c1ccco1	-23.0%	-0.3%	-1.7%	3.8%	1.4%	12.6%	-4.7%	-1.7%
O=C(Nc1ccc(Cl)cc1)Nc1ccc(Oc2cccnc2)nc1	-2.3%	-2.9%	4.8%	-7.8%	?	-7.1%	14.4%	-2.2%
CN(C)CCCOC(=O)Cc1ccc(Cl)cc1	-8.6%	i	-18.3%	26.2%	2.7%	11.9%	-11.8%	-0.2%
N=c1n(Cc2ccccc2)c2ccccc2n1Cc1ccccc1	3.6%	-2.1%	1.2%	-1.2%	0.2%	-1.2%	3.3%	-1.2%
CCn1c(SCC(=O)OC)nc2sc3c(c2c1=O)CC(C)(C)OC3	-1.2%	-6.9%	6.1%	3.5%	-3.8%	3.0%	-9.9%	-0.1%
Cc1cccc(C)c1NC(=O)CN(C)C(C)C(=O)Nc1ccccc1-c1ccccc1 (stereo not given)	0.3%	-5.0%	-0.3%	-6.0%	1.8%	8.5%	-3.8%	-0.6%
Cc1cccc(NC(=O)c2cc(S(=O)(=O)N3CCC4(CC3)OCCO4)ccc2F)c1	.	.	3.7%	.	-6.3%	.	7.0%	-0.4%
Cc1ccc2oc(=O)c3cnn(CC(=O)Nc4ccccc4N4CCN(C)CC4)c3c2c1	0.2%	-4.9%	-1.9%	1.1%	1.5%	2.8%	-9.2%	-0.8%
CCn1cc([N+](=O)[O-])c(C(=O)Nc2nc(-c3ccc(C)c(C)c3)c(C)s2)n1	4.1%	-3.8%	-4.6%	-1.2%	3.9%	12.7%	-7.9%	-0.9%
CC(C)(C)NC(=O)C(c1ccccc1F)N(Cc1ccco1)C(=O)c1csnn1 (stereo not given)	1.3%	i	3.3%	-1.4%	0.7%	.	-5.8%	1.6%
Cn1cc(C(=O)N/N=C/c2ccc3c(c2)OCO3)c2ccccc21	-15.8%	-8.7%	-2.2%	-1.8%	-10.6%	5.8%	?	-1.6%
Oc1[nH]c2ccccc2c1N=NC(=S)N1CCOCC1	?	i	-7.6%	28.2µM*	-10.6%	-2.8%	8.91µM*	-2.7%
CCOC(=O)C1(Cc2cccc(OC)c2)CCN(Cc2cccc3c2OCO3)CC1	4.9%	-2.5%	-3.6%	-15.9%	-1.7%	-3.1%	-7.2%	-3.0%
Cc1nc2c(c(-c3ccccc3)c1C#N)C(=O)c1ccccc1-2	3.0%	0.4%	6.4%	-1.0%	3.2%	8.1%	-3.7%	-0.4%
COc1ccc(N2C(=O)[C@@H]3C(c4cccnc4)=NO[C@@H]3C2=O)cc1	-13.6%	-14.6%	8.1%	-17.1%	-3.8%	-4.0%	?	-4.5%
COCCCn1c2nc3ccccc3nc2c2c(=O)n(-c3ccccc3OC)c(C)nc21	?	-0.5%	-0.3%	13.5%	0.5%	-1.1%	-1.3%	-0.9%
COc1cccc([C@@H]2Oc3ccc(OC)cc3C[C@H]2OC(=O)N[C@H](C)C2CCCCC2)c1	-5.3%	-2.9%	6.5%	.	0.2%	-0.9%	-4.8%	-2.2%
CCOC(=O)C1=C(C)NC(SCC(=O)OC)=C(C#N)C1c1ccc(C(=O)OC)cc1 (stereo not given)	?	-12.3%	9.1%	19.8%	7.9%	82.0%[activator]	-6.4%	1.7%
COc1ccc(-c2cc(C(F)(F)F)nc(SCC(=O)NCCc3ccccc3)n2)cc1	.	.	-15.9%[1.83 µM]	.	-3.1%	.	-1.4%	-75.2%[1.83 µM]
CCOC(=O)/C(C#N)=c1/s/c(=C2\C=Cc3ccccc3N2CC)c(=O)n1CC	-1.4%	i	?	-7.6%	11.1%	16.7%	?	?
Cc1ccc(NC(=O)CN(C)S(=O)(=O)c2cccs2)cc1F	4.6%	-4.3%	1.6%	4.0%	-3.9%	6.3%	-5.8%	-0.2%
Cc1ccc(-c2nc3c(c(SCC(=O)N(C)c4ccccc4)n2)Cc2c(CO)cnc(C)c2O3)cc1	.	.	4.5%	.	4.9%	.	4.2%	-3.0%
Cc1ccc(S(=O)(=O)N(C)C)cc1NC(=O)CN1CCN(Cc2ccccc2)CC1	5.2%	-1.5%	-7.2%	-0.2%	1.1%	4.3%	-2.8%	-0.9%
O=C(NCCc1ccccn1)/C(=C/c1ccco1)NC(=O)c1ccccc1	-3.9%	-7.5%	-9.7%	26.5%	4.0%	9.9%	1.5%	-9.2%
CCCOc1ccccc1C(=O)N(Cc1ccco1)C1CCS(=O)(=O)C1 (stereo not given)	2.7%	i	2.5%	3.2%	-0.7%	3.0%	-11.6%	5.2%
CCCCCn1c(NCc2ccc(OC)cc2)nc2ccccc21	.	.	-23.2%[1.83 µM]	.	9.7%	.	?	-91.5%[1.83 µM]
O=C(Nc1ccccc1)N1CCCN(Cc2c(F)cccc2Cl)CC1	0.7%	i	3.9%	13.1%	10.7%	6.2%	-3.6%	1.8%
Cc1ccc(-n2nnnc2SC(C)C(N)=O)c(C)c1 (stereo not given)	9.3%	-0.8%	2.2%	5.7%	-3.2%	1.5%	4.0%	-1.0%
Cn1c2ccccc2c(=O)c2c(=O)n(-c3ccccc3)c(C3CCCCC3)nc21	-0.2%	i	-6.0%	20.7%	3.9%	6.6%	5.1%	-0.6%
CN1CCC(=C(c2ccc(Cl)cc2)c2ccccn2)CC1	3.8%	-4.5%	6.5%	.	3.8%	6.1%	.	-1.8%
Cc1ccc(SC[C@H](c2ccccc2)N2CCN(CCc3ccccc3)CCC2=O)cc1	?	i	0.3%	.	8.2%	0.7%	-10.9%	-3.8%
CC(C)Cn1c(SCC(=O)N2CCc3ccccc3C2)nc2cc(Cl)ccc2c1=O	4.5%	-2.5%	-7.3%[53 µM]	0.0%	-1.6%	-5.6%	2.5%	-1.5%[53 µM]
C/C(=N\NC(=O)c1ccccc1)c1cccc(Br)c1	2.9%	1.7%	-1.0%	8.3%	5.5%	4.7%	-16.6%	3.3%
COc1cc2cc(C(c3nnnn3C(C)(C)C)N3CCC(C)CC3)c(=O)[nH]c2cc1OC (stereo not given)	?	-3.6%	-0.2%	.	0.4%	3.4%	5.5%	-4.9%
CCc1ccc(CNC(=O)Cn2nc(C)c3c(C)n(-c4ccc(C)cc4)nc3c2=O)cc1	.	.	-0.3%	.	-9.2%	.	-7.0%	0.5%
Nc1c(C(=O)NCC2CCCO2)sc2nc3c(c(-c4ccco4)c12)CC/C3=C\c1ccco1 (stereo not given)	7.08µM*	2.51µM*	9.3%	3.16µM*	?	75.9%[activator]	15.8µM*	11.2µM*[quencher]
O=C(Nc1cc(C(F)(F)F)ccc1N1CCOCC1)c1ccco1	6.9%	-2.4%	-13.2%	4.9%	-13.9%	1.3%	-12.2%	-1.5%
Nc1nc(N)c2sc3nc4c(cc3c2n1)CCC4	?	1.2%	-1.7%	.	-8.4%	-1.1%	-13.8%	-4.7%
COc1cc(C2=NOC(C(=O)Nc3ccc(C(C)=O)cc3)C2)cc(OC)c1OC (stereo not given)	5.6%	-4.8%	-9.1%	1.2%	-14.7%	4.2%	?	-1.4%
Fc1ccc(C(c2nnnn2C2CCCC2)N2CCc3ccccc32)cc1 (stereo not given)	0.0%	-14.9%	-8.3%	-1.1%	5.1%	3.1%	?	-2.2%
Cc1cccn2c(=O)c(C=O)c(N3CC(C)OC(C)C3)nc12 (stereo not given)	12.2%	i	-6.0%[53 µM]	56.3%[activator]	1.7%	0.8%	12.4%	0.8%[53 µM]
NC(=O)CC[C@H](NC(=O)c1ccc(F)cc1)C(=O)OCC(=O)NCc1ccc(F)cc1	10.7%	-0.2%	0.7%	4.7%	-3.0%	2.7%	0.3%	-2.0%
CC(=O)NC(=S)Nc1ccc(NC(=S)NC(=O)c2ccc([N+](=O)[O-])cc2)cc1	?	-3.9%	-0.1%	.	3.1%[0.0958 µM]	3.8%	.	0.7%
CCCn1c(C)nc2c(NCCCN(CCO)CCO)nc(C)nc21	8.7%	i	-0.2%	.	2.4%	6.5%	-7.7%	-1.8%
Cc1ccccc1OCC(=O)Nc1ccccc1N1CCCCC1	5.4%	-4.8%	0.9%	29.8%	2.8%	7.8%	?	-0.4%
COc1cccc(C(=O)Nc2ccccc2-c2nnc(-c3ccc(C(C)(C)C)cc3)o2)c1	.	.	-3.7%	.	-15.7%	.	-15.3%	4.2%
O=C(NCCCN1CCOCC1)c1ccccc1	?	i	-0.2%	.	-10.9%	1.8%	-12.0%	-1.3%
Oc1ccccc1Nc1ccccn1	-3.3%	6.1%	3.8%	.	-1.0%	-1.3%	-7.9%	1.9%
O=C(COc1ccc(/C=N/NC(=O)c2ccc(O)cc2)cc1)Nc1ccc([N+](=O)[O-])cc1	10.6%	6.5%	-2.1%	-10.7%	4.8%	-1.5%	?	0.1%

3 entries from above, in CSV form.
SMILES,JMJD2E inh,RECQ1 inh,TRb-SRC2 inh,L3MBTL1 block,Tau FP inhib,RGS12 GoLoco inh,Tau ThT inhib,TexasRed fluor
Cc1ccc(-c2nc3c(c(SCC(=O)N(C)c4ccccc4)n2)Cc2c(CO)cnc(C)c2O3)cc1,.,.,4.5%,.,4.9%,.,4.2%,-3.0%
CN1CCC(=C(c2ccc(Cl)cc2)c2ccccn2)CC1,3.8%,-4.5%,6.5%,.,3.8%,6.1%,.,-1.8%
CCCCCn1c(NCc2ccc(OC)cc2)nc2ccccc21,.,.,-23.2%[1.83 µM],.,9.7%,.,?,-91.5%[1.83 µM]
